Bioassay records deposited in PubChem by several laboratories.
V-ATPase pH: regulators of yeast V-ATPase proton transport; 350,000 tested, 0.37% active; S. cerevisiae, pHLuorin cytosolic pH fluorescence; response, % at 10 µM; AID 504577; in the data active = response mostly above about 7.3%, no sharp cut-off; inactive = mostly below about 5.4%; also: actives read high; inactives centre near 0; some compounds called inactive have numbers as strong as hits; reference of the scale not given here
dFosB act: mouse delta FosB homodimer activation; purified delta FosB, TAMRA-CDK5 oligo fluorescence polarization; percent of positive-control signal above neutral wells; activation, % at 25 µM; 340,000 tested, 0.99% active; P13346;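 active = mean activation above about 17%, with every replicate also reaching it, limit read from the data, passing the limit was not always enough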;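 also: fluorescence polarization rise as delta FosB binds a TAMRA Cdk5 AP-1 oligo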
CDK5 inh: blocks human CDK5/p35 kinase activity. Recombinant CDK5/p35, ADP-Glo luminescence, 60 min. 330,000 tested, 0.01% active. AID 488839. Q00535+Q15078. inhibition, % at 10 µM;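 active = highest replicate inhibition of at least 50% and at least 75% of replicates reaching 50%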;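 also: plate controls were DMSO neutral control for no effect and GW8510 at 10 µM for full effect; many of its hits are not listed in these tables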
PvdQ inh: blocks Pseudomonas aeruginosa PvdQ acylase activity. 340,000 tested, 0.063% active. inhibition, % at 10 µM. purified PvdQ acylase, fluorescence plate reader; in the data active = inhibition above about 30%, passing the limit was not always enough;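 also: 0% = vehicle neutral wells and 100% = reference inhibitor wells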
SR-BI HDL uptake: blocks mouse SR-BI lipid uptake from DiI-HDL | Q61009 | ldlA[mSR-BI] CHO cells, DiI-HDL uptake fluorescence, 3 h | inhibition, % at 12.5 µM | 320,000 tested, 0.96% active | AID 488896;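 active = mean replicate inhibition of at least 70% and a set share of replicates each scoring 70 or more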;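 also: 0% = median of neutral control wells and 100% = median of positive control wells; values of inactives mirror those of a sister screen read the other way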
Target sequence (Q61009 whole entry, looked up): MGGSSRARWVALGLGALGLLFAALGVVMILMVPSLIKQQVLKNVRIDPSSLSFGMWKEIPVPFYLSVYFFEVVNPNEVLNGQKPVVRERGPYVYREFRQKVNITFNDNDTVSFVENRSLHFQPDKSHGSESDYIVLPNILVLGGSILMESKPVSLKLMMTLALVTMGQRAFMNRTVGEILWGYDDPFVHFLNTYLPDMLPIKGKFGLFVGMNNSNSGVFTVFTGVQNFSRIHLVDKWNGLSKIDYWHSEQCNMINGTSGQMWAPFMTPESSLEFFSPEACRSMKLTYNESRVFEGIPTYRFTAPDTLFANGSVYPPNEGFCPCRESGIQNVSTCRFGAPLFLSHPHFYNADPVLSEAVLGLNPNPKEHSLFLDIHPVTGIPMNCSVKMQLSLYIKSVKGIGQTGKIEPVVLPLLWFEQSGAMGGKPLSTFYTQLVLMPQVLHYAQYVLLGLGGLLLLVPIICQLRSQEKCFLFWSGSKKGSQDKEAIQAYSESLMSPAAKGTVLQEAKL
NSD2 inh: blocks human histone methyltransferase NSD2 | O96028 | NSD2 peptide methylation, AlphaScreen, 120 min | inhibition, % at 12.5 µM | 310,000 tested, 0.54% active | AID 743445; in the data active = inhibition above about 50%
Wnt act: activators of Wnt/beta-catenin signaling; Wnt/beta-catenin reporter cell assay, activator, plate reader; activation, % at 9.35 µM; 300,000 tested, 1.2% active; in the data active = activation above about 30%, passing the limit was not always enough;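 also: 0% = neutral control wells and 100% = positive control wells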
HTR5A inv ag: inverse agonist of human HTR5A in OPRM1-OPRD1 counter-screen. HTR5A cell line, luminescence, inverse agonism. P47898. inhibition, % at 9.3 µM. 340,000 tested, 0.083% active; in the data active = inhibition mostly above about 23%, no sharp cut-off; inactive = mostly below about 18%;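 also: 0% = cells with DMSO and 100% = no-cell wells with DMSO; some compounds called inactive have numbers as strong as hits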
Target sequence (P47898 whole entry, looked up): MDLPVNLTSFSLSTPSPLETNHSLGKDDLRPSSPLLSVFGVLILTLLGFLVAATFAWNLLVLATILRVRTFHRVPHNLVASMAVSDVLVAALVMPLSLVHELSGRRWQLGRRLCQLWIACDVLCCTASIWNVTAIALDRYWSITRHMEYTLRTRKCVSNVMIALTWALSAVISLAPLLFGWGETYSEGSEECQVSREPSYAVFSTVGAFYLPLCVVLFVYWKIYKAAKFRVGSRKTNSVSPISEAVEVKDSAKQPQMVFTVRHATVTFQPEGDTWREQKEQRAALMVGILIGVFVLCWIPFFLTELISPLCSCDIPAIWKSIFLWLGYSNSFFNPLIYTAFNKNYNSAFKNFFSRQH
MITF TRPM1 HTS: MITF TRPM1 promoter activation in melanoma cells. SK-MEL-5 TRPM1-promoter luciferase, 24 h; % of positive control, neutral wells = 0. activation, % at 12.5 µM. 300,000 tested, 0.75% active. AID 588334;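 active = mean activation of at least 80% with every replicate also reaching 80%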;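 also: 0% = neutral control wells and 100% = parthenolide positive control wells; values of inactives mirror those of a sister screen read the other way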
HTR5A ag: counter-screen for OPRM1-OPRD1 agonists: human HTR5A agonism. HTR5A agonist assay, luminescence, cell-based. 340,000 tested, 0.61% active. activation, % at 9.3 µM. P47898; in the data active = activation mostly above about 9.5%, no sharp cut-off; inactive = mostly below about 7.6%;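 also: 0% = cells with vehicle only and 100% = reference agonist; strong numbers were not always called active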
* hit, by the source's call; . = not tested or not shown.

1: CCOC(=O)Cn1c(=O)oc2cc(S(=O)(=O)NC3CCCCC3)ccc21
2: O=C(Nc1cc(Cl)ccc1O)C1CC(c2ccccc2Cl)=NO1 (stereo not given)
3: O=C(Nc1cccc(C(=O)N2CCCC2)c1)c1ccccc1
4: COc1cc(/C=C2/CC(C)OC2=O)c([N+](=O)[O-])cc1OC (stereo not given)
5: COc1ccc(-c2nc(CCNC(=O)c3cccs3)cs2)cc1
6: CCc1c(C)nc(SCC(=O)Nc2cccc(Br)c2)[nH]c1=O
7: COc1ccc(CNC(=O)CCc2nnc3ccc(NCCCN4CCCC4=O)nn23)cc1
8: COCCNCC(=O)Nc1ccc(OC(F)(F)F)cc1
entry no.	1	2	3	4	5	6	7	8
V-ATPase pH	1	1	2	-2	-2	-1	3	7
dFosB act	-3	1	-5	4	-9	0	-2	-4
CDK5 inh	1.1	-0.7	2.2	1.4	0.0	-2.8	-2.5	1.3
PvdQ inh	-2	-8	-16	7	-16	-6	-11	-14
SR-BI HDL uptake	-12	0	15	17	28	0	-13	10
NSD2 inh	.	19	-1	-8	.	-2	2	-1
Wnt act	.	-2	-2	1	2	.	-1	0
HTR5A inv ag	5	-25	0	-8	-18	0	1	19
MITF TRPM1 HTS	.	.	-9	.	.	4	0	-9
HTR5A ag	4	7	0	-4	-1	-4	2	1

Single records, from the list above. Order of values: V-ATPase pH, dFosB act, CDK5 inh, PvdQ inh, SR-BI HDL uptake, NSD2 inh, Wnt act, HTR5A inv ag, MITF TRPM1 HTS, HTR5A ag
Shown for O=C(Nc1cccc(C(=O)N2CCCC2)c1)c1ccccc1 → 2, -5, 2.2, -16, 15, -1, -2, 0, -9, 0
Shown for CCc1c(C)nc(SCC(=O)Nc2cccc(Br)c2)[nH]c1=O → -1, 0, -2.8, -6, 0, -2, ., 0, 4, -4
Shown for COCCNCC(=O)Nc1ccc(OC(F)(F)F)cc1 → 7, -4, 1.3, -14, 10, -1, 0, 19, -9, 1
Shown for COc1ccc(-c2nc(CCNC(=O)c3cccs3)cs2)cc1 → -2, -9, 0.0, -16, 28, ., 2, -18, ., -1
Shown for COc1cc(/C=C2/CC(C)OC2=O)c([N+](=O)[O-])cc1OC (stereo not given) → -2, 4, 1.4, 7, 17, -8, 1, -8, ., -4

Next section:
9: COC(=O)c1ccc(NC(=O)C(=O)N2CCN(C(=S)Nc3ccc(C)cc3)CC2)cc1
10: CCCc1cc(=O)oc2cc(OCC(=O)NCC3CCC(C(=O)O)CC3)ccc12 (stereo not given)
11: CN1CCN(S(=O)(=O)c2ccc(Sc3nnnn3-c3ccccc3)c([N+](=O)[O-])c2)CC1
12: COc1cccc(N(CC(=O)NCCN2CCOCC2)S(=O)(=O)c2ccccc2)c1
13: CCOC(=O)Cn1nc(C)c(NC(=O)COc2ccc([N+](=O)[O-])cc2)c1C
14: Cc1ccc(NC(=O)Cn2ccc([N+](=O)[O-])n2)cc1Cl
15: Cc1nc2ccc([N+](=O)[O-])cc2c(=O)n1Cc1ccc(Cl)cc1
16: Cc1[nH]n(C)c(=O)c1N=Nc1ccc(S(C)(=O)=O)cc1
entry no.	9	10	11	12	13	14	15	16
V-ATPase pH	2	-2	0	-4	-3	-1	0	1
dFosB act	-6	1	-6	-1	-2	8	-8	2
CDK5 inh	-0.1	-0.3	-0.1	0.2	-1.5	-2.2	-0.6	3.7
PvdQ inh	-8	-7	-18	-6	2	-10	-5	16
SR-BI HDL uptake	37	12	-30	-12	-10	17	18	-1
NSD2 inh	-1	.	3	-6	-4	-4	-2	-1
Wnt act	-1	1	-4	-2	-1	-2	-1	0
HTR5A inv ag	-2	-13	13	-17	3	3	8	9
MITF TRPM1 HTS	-3	-11	-86	4	-4	-8	.	12
HTR5A ag	4	0	0	-1	-1	-1	-2	-4

17: Cc1ccc(S(=O)(=O)c2cc3c(=O)n4ccccc4nc3n(C)c2=N)cc1
18: COC(=O)c1ccc(CNC(=O)COC(=O)CCN2C(=O)C3CC=CCC3C2=O)cc1 (stereo not given)
19: COc1ccc(C2(CNC(=O)Cc3ccccc3)CCCC2)cc1OC
20: CCCCC[C@@H]1C=C(C(=O)O)[C@H](c2ccc(C)cc2)N1S(=O)(=O)c1ccc(C)cc1
21: COc1ccc(/C(C)=N/NC(=O)c2ccc(N(C)C)cc2)cc1
22: Cc1ccc(NC(=O)C(c2ccc(Cl)cc2)N2CCOCC2)cc1 (stereo not given)
23: CCOC(=O)c1c(-c2ccco2)csc1NC(=O)CSc1nnc(N)s1
24: COc1ccc(CCNS(=O)(=O)c2cc3c4c(c2)CC(=O)N4CCC3)cc1
entry no.	17	18	19	20	21	22	23	24
V-ATPase pH	2	0	0	4	-1	0	-3	-2
dFosB act	-9	-9	-6	-10	-4	-13	-12	-7
CDK5 inh	0.0	-2.5	-4.7	-3.0	-1.0	0.7	2.1	-0.1
PvdQ inh	-15	3	-11	-10	-15	-11	-8	-8
SR-BI HDL uptake	-8	-26	17	-10	-15	-17	11	4
NSD2 inh	3	-3	0	.	-4	1	0	14
Wnt act	.	0	0	-1	.	-17	-1	-3
HTR5A inv ag	-7	4	2	-15	-29	10	-9	-3
MITF TRPM1 HTS	12	7	3	6	6	-2	0	2
HTR5A ag	-1	-2	7	4	12	-4	4	1

25: CCOc1ccccc1N1CCN(C(=S)NCc2ccco2)CC1
26: CCSc1nnc(N(CCC(=O)O)CCC(=O)O)s1
27: O=C(O)CSC1CC(=O)N(c2ccc(Cl)c(Cl)c2)C1=O (stereo not given)
28: COc1ccccc1CN(C)C(=O)c1ccc2c(c1)NC(=O)CS2
29: O=C(c1ccc(F)cc1)N(c1ccccn1)C1CCCCC1
30: COc1cc(CNC2CCCCCCC2)cc(Cl)c1OC
31: Cc1ccc(-c2c[n+](Cc3ccc(Cl)cc3)c3n2CCC3)cc1
32: Cc1ccc(S(=O)(=O)N(CC(=O)N2CCCCC2)c2cccc(C)c2)cc1
entry no.	25	26	27	28	29	30	31	32
V-ATPase pH	-1	5	-1	1	11	0	0	10
dFosB act	-9	1	-8	-3	-4	-8	-1	5
CDK5 inh	-0.7	-1.0	-0.4	0.8	-1.0	0.1	0.5	0.1
PvdQ inh	10	2	-9	-6	-9	-16	-13	0
SR-BI HDL uptake	42	-4	.	20	-24	-11	-1	-17
NSD2 inh	2	-5	0	-35	-1	0	0	0
Wnt act	.	1	-2	-5	0	0	-1	-2
HTR5A inv ag	9	7	11	-26	-8	-20	1	24
MITF TRPM1 HTS	2	-6	-5	-9	-5	2	-58	.
HTR5A ag	-3	-3	-4	1	3	5	6	-3

33: C#CCn1cnc2c(oc3ccccc32)c1=O
34: Fc1cccc(F)c1-c1nc2c(s1)CCc1onc(-c3ccc(Br)cc3)c1-2
35: COc1cc(OC)cc(-c2nnc(Nc3nc4c(F)cccc4s3)o2)c1
36: Cc1cc(C)nc(SCCCNCc2ccc(Br)cc2)n1
37: CCCOc1cccc(NC(=O)c2cc(C)oc2C)c1
38: O=C(c1ccc(Cn2cc(Cl)cn2)cc1)N1CCN(c2ccccc2)CC1
39: Cc1ccc(Nc2nnc(SCC(=O)Nc3cccc(S(=O)(=O)NC4=NCCCCC4)c3)s2)cc1
40: CS(=O)(=O)N(CC(=O)N1CCc2ccccc2C1)Cc1ccc(F)cc1
entry no.	33	34	35	36	37	38	39	40
V-ATPase pH	0	4	0	3	0	1	4	-1
dFosB act	-3	-1	0	-12	-4	-10	4	-4
CDK5 inh	.	-2.5	-1.1	0.8	1.0	-0.4	0.1	0.3
PvdQ inh	1	1	-3	-11	-10	-9	9	-16
SR-BI HDL uptake	2	-7	-7	0	47	-9	-1	21
NSD2 inh	-4	.	-1	4	-1	-2	.	-2
Wnt act	.	-1	.	0	1	.	1	0
HTR5A inv ag	-10	-7	-12	6	7	1	-5	0
MITF TRPM1 HTS	18	17	-11	-2	.	.	23	.
HTR5A ag	3	2	5	-2	5	-5	-3	0

41: Cc1ccc(CNC(=O)CCNC(=O)c2ccco2)cc1
42: CCn1c2ccccc2c2cc(/C=N/n3cn[nH]c3=S)ccc21
43: COc1ccc(/C=N/NC(=O)CSc2ccccn2)cc1OC
44: COc1ccc(NC(=O)CCn2nc(C)cc2C)cc1
45: O=C(CN1CCN(c2ccc([N+](=O)[O-])cc2)CC1)Nc1nccs1
46: COc1ccccc1Nc1ncccc1C(=O)O
47: Cc1cc(C)c(C)c(S(=O)(=O)N2CCN(C(=S)NCC3CCCO3)CC2)c1C (stereo not given)
48: COc1ccc(C(=O)Nc2c3c(nn2C(C)(C)C)CS(=O)(=O)C3)cc1OC
49: Cc1ccc(CNC(=O)C2CCN(S(=O)(=O)c3cccs3)CC2)cc1
50: COc1cc2cccc(OC)c(=O)c2c(O)c1OC
51: Cc1ccc(N2C(=O)CC(NNc3nc4ccccc4s3)C2=O)cc1C (stereo not given)
entry no.	41	42	43	44	45	46	47	48	49	50	51
V-ATPase pH	-6	1	3	-1	-2	-5	2	5	1	0	-3
dFosB act	-2	-14	-12	2	-5	2	-8	-2	-10	10	9
CDK5 inh	-0.6	-1.6	0.7	0.1	-0.6	0.1	-1.4	-2.7	-0.1	-0.8	-1.0
PvdQ inh	-14	-3	-9	-10	-3	4	-12	-8	2	-11	0
SR-BI HDL uptake	-24	7	-15	1	-23	-16	48	-3	-4	0	20
NSD2 inh	-9	8	1	2	-1	1	-2	-3	-3	0	-3
Wnt act	.	.	16	-2	-5	-3	0	2	0	12	.
HTR5A inv ag	-9	14	-42	3	-9	-14	3	-2	-1	17	16
MITF TRPM1 HTS	-3	.	.	.	-14	-13	-14	-11	4	18	-11
HTR5A ag	-1	-4	-4	-1	4	0	-1	0	0	-6	-6
